High-throughput results as filed in PubChem.
UPR CHOP act = activators of apoptotic arm of unfolded protein response (CHOP); CHO-CHOP luciferase reporter, UPR activation, luminescence; percent of tunicamycin response over DMSO baseline; activation, % at 10 µM; 330,000 tested, 0.34% active; AID 449763;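 active = at 10 µM dose, activation of 40% or more, normalized to positive control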;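 also: 100% = tunicamycin at 10 µg/mL and 0% = DMSO alone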
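Assay system: CHO-CHOP cells, stable luciferase reporter of PERK-eIF2a-CHOP signalling / Buffer or medium: F12 plus 10% serum / Compound dosing: one dose, 10 µM in 0.5% DMSO / Times: 6 h compound treatment, 37 °C / Technique: luciferase luminescence / Read-out: % reporter activation, DMSO baseline versus tunicamycin full activation / Benchmarks: tunicamycin and DMSO controls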
Mdm2-MdmX inh = inhibitors of human Mdm2/MdmX interaction | SaOS-2 split-luciferase Mdm2/MdmX complementation, luminescence | inhibition, % at 8 µM | 330,000 tested, 3% active;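 active = inhibition of at least 50% at 8 µM in the primary screen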
Target sequence (O15151 whole entry, looked up): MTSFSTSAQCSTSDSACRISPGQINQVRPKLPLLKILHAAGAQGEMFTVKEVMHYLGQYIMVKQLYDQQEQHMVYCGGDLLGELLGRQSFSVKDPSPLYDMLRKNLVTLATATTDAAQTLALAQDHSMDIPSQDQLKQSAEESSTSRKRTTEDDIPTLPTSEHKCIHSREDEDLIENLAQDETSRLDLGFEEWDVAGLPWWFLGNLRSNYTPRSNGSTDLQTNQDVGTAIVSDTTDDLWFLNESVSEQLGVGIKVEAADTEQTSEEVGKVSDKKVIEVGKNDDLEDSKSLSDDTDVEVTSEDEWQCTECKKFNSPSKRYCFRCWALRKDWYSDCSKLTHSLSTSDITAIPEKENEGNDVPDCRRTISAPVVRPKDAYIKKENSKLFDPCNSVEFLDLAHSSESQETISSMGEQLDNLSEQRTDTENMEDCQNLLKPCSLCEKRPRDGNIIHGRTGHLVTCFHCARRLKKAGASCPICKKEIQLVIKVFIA
Target sequence (Q00987 whole entry, looked up): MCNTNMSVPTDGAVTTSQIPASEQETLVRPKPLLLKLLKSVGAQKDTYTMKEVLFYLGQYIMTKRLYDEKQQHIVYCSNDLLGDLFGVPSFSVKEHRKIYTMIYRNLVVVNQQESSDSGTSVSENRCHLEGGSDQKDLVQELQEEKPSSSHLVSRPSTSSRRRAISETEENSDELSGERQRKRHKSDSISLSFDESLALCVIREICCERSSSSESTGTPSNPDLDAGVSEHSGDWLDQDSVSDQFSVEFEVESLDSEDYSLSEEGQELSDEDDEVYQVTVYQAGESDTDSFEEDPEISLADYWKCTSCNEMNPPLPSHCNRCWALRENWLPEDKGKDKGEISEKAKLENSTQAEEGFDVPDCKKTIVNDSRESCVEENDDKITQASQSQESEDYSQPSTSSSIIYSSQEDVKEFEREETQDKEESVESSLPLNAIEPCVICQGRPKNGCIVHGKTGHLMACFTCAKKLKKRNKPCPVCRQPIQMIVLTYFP
TIM10 inh = TIM10 yeast growth inhibition; S. cerevisiae TIM10 strain growth, BacTiter-Glo luminescence, 24 h; AID 463195; inhibition, % at 10 µM; 330,000 tested, 1.4% active;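 active = inhibition of 40% or more at the single tested concentration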;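 also: wild-type TIM10 isogenic control strain grown at permissive 25 °C; 0% = DMSO yeast wells and 100% = minimal medium wells without yeast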
APJ antagonist = antagonists of human APJ apelin receptor | CHO-K1 APJ beta-arrestin complementation, luminescence | P35414 | inhibition, % at 20 µM | 330,000 tested, 0.32% active | AID 2521;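 active = inhibition above about 40% at 20 µM, limit read from the data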;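 also: cells challenged with 10 nM apelin-13 agonist together with compound; plate controls were apelin-13 plus DMSO wells for no effect and DMSO wells lacking apelin-13 for full effect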
CXCR6 inh = inhibitors of human CXCR6 receptor; O00574; CHO-K1 PathHunter CXCR6 beta-arrestin, luminescence; inhibition, % at 20 µM; 360,000 tested, 0.36% active; AID 602244; in the data active = inhibition above about 34%, passing the limit was not always enough;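 also: antagonist mode with CXCL16 agonist at 10 nM final; 0% = 10 nM CXCL16 with DMSO and 100% = unstimulated wells without agonist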
tim10-1 inh = tim10-1 yeast growth inhibition | S. cerevisiae tim10-1 ts strain growth, BacTiter-Glo, 24 h | inhibition, % at 20 µM | 330,000 tested, 2.2% active | AID 463190;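 active = inhibition of at least 40%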;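 also: mutant grown at 25 °C; 0% = DMSO wells with yeast and 100% = wells holding no yeast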
APJ agonist = APJ receptor agonism | CHO-K1 APJ PathHunter beta-arrestin, luminescence; 0% DMSO wells, 100% apelin | activation, % at 20 µM | 330,000 tested, 0.11% active;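 active = activation more than six SD over the plate average, tested at 20 µM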;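 also: 0% = DMSO alone and 100% = apelin-13 at 10 nM; some results filed as inactive read as strong as hits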
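Material: CHO-K1 APJ beta-arrestin complementation cell line; Input: cell density 1000 per well; Incubation: compound stimulation 90 min at 25 °C, detection 60 min; Signal: luminescence from split beta-galactosidase complementation, Galacton Star/Emerald II substrate; Controls: DMSO-only wells as negative, 10 nM Apelin-13 as positive control.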
tim23-1 inh = inhibits growth of tim23-1 mutant yeast; inhibition, % at 20 µM; 330,000 tested, 1.3% active; S. cerevisiae tim23-1 growth, BacTiter-Glo luminescence, 24 h;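 active = growth inhibition of the mutant yeast at or above 50%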;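 also: temperature-sensitive mutant grown at 25 °C; plate controls were DMSO-treated mutant yeast for no effect and medium wells lacking yeast for full effect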
UPR XBP1 act = adaptive UPR (XBP1) activation; CHO-XBP1 luciferase reporter, IRE1-XBP1 UPR activation, luminescence; percent of tunicamycin response, DMSO as zero; activation, % at 20 µM; 330,000 tested, 0.33% active;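 active = versus positive control, 20 µM dose yields 30% or more activation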;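 also: 100% = tunicamycin at 10 µg/mL and 0% = DMSO only wells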
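incubation = overnight seeding at 37 °C, 6 h compound treatment at 37 °C | assay system = CHO-XBP1 cells stably carrying IRE1-XBP1-driven luciferase reporter | input = 1000 cells per well | detection = luciferase luminescence | dosing = single point, 20 µM final compound, 1% DMSO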
* marks the source's active call; other numbers are inactive results; . = not tested or not shown. Only part of the results is shown; rates above refer to the full screens.

SMILES	UPR CHOP act	Mdm2-MdmX inh	TIM10 inh	APJ antagonist	CXCR6 inh	tim10-1 inh	APJ agonist	tim23-1 inh	UPR XBP1 act
CCCCN(CC)C(=O)C1CCC(CNS(=O)(=O)c2cccc3nsnc23)CC1 (stereo unspecified)	0.1	1.6	-1.5	-1.6	-6.5	7.6	-3.6	8.6	-6.2
CN1CCN(c2cc(=O)n(Cc3ccc(F)cc3)c(=O)[nH]2)CC1	1.4	4.4	-8.4	17.1	4.7	-7.7	0.2	-19.7	-1.5
COC1=C/C(=C/c2c(N)n3nc(CC(=O)N4CCCC4)sc3nc2=O)C=CC1=O	-0.9	-7.2	10.9	20.4	15.4	8.6	0.8	4.7	-4.0
COc1ccc(CC(=O)Nc2c3c(nn2C(C)(C)C)CS(=O)C3)cc1 (stereo unspecified)	-0.3	17.5	-18.3	-5.5	6.0	-13.1	0.9	-10.8	-0.6
COc1ccc(NC(=O)c2cc(-c3ccc(C)o3)nc3ccccc23)c(OC)c1	2.6	15.7	29.9	15.2	10.0	18.4	-1.5	13.7	-0.8
CN1/C(=C/C(=O)c2ccc(Cl)cc2)Sc2cc3c(cc21)OCO3	2.7	-50.8	11.1	-11.8	2.2	8.8	-2.4	12.7	-1.8
O=C(Nc1nnc(-c2ccc(Cl)cc2)o1)C1CCCCC1	2.0	31.6	-9.8	5.6	8.4	-3.5	-1.5	16.8	0.8
Cn1cc(C(=O)Nc2ccc(Cl)c(Cl)c2)cn1	4.3	-2.7	1.1	5.6	0.8	-2.1	-4.9	-1.0	3.0
COc1ccc(NC(=O)NN2CCN(C)CC2)cc1	-0.8	8.0	-2.7	-1.6	2.9	-17.4	-1.0	-5.7	-2.6
Cc1ccc(NC(=O)CSc2nc3ccccc3nc2N2CCOCC2)c(C)c1	8.4	8.7	3.7	8.1	3.5	10.3	-0.4	18.0	1.9
Cc1ccc(S(=O)(=O)N2CCOCC2)cc1NC(=O)COC(=O)Cc1cccs1	-0.2	-36.2	5.4	-66.5	1.9	7.5	-2.0	6.8	-1.2
O=C(CCCn1ncn2c(cc3occc32)c1=O)NCc1cccc(Cl)c1	-0.5	6.2	6.4	-17.0	4.6	13.3	-0.4	9.0	-5.9
CN(C)CCCNC(=O)/C(=C\c1ccc(-c2ccc(Br)cc2)o1)NC(=O)c1ccccc1	2.1	100.3*	13.1	16.0	1.3	8.8	0.4	-1.5	0.1
CN(C)S(=O)(=O)c1cccc(C(=O)OCC(=O)c2ccc3c(c2)NC(=O)CO3)c1	3.0	11.3	-11.2	-14.6	-16.8	-0.3	2.6	-8.0	-4.0
Cc1ccc(S(=O)(=O)NCc2ccc(C(=O)NCc3cccnc3)cc2)cc1	-1.0	5.0	23.0	-7.8	.	22.1	0.7	16.1	-1.7
COc1ccc(-c2cc(C(=O)N3CCN(c4ccccc4OC)CC3)no2)cc1	-2.3	17.2	24.8	-5.9	5.8	25.8	-4.4	33.9	-4.6
COc1ccc(C(=O)Nc2nc(C)cc(C)n2)cc1	0.1	-12.7	-1.5	1.1	0.6	7.9	-3.9	0.9	-0.1
O=C(CCn1c(=O)c2cccn2c2ccc(F)cc21)NCc1cccc(F)c1	1.9	9.9	8.6	5.8	5.8	20.1	-6.0	9.3	-1.1
Cn1c2c(c(=O)n(C)c1=O)C(C(F)(F)F)(C(F)(F)F)N=C(c1ccccc1Cl)N2	-0.9	10.2	-3.0	9.5	-1.4	28.6	3.0	27.2	5.5
COc1ccc(-c2cc(C(=O)O)nc3ccc4ccccc4c23)cc1OC	3.4	10.1	10.0	-1.6	10.6	-0.8	-0.8	12.7	-2.3
O=C(Nc1ccc(S(=O)(=O)N2CCCc3ccccc32)cc1)C1CCCO1 (stereo unspecified)	-0.2	2.7	22.9	-11.0	-1.0	25.7	-2.1	31.9	3.6
CCCCN1C(=O)C(=O)N(CC(=O)c2ccc3c(c2)CCCC3)C1=O	0.6	2.8	4.6	-6.9	-4.2	-1.1	-4.6	27.3	-4.9
Cc1nn(-c2ccccc2)c(Cl)c1C(=O)NCc1ccccc1F	-0.6	8.6	-6.5	4.4	-4.6	-0.7	-1.5	20.2	2.6
Cc1cc(C)nc(Nc2ncc(O)n2-c2ccc(Br)cc2)n1	-1.0	11.9	-8.8	8.1	-6.6	6.7	-2.5	-1.4	2.0
Cc1cccc(C)c1OCC(=O)NNC(=O)CNC(=O)c1ccc(OC(F)F)cc1	-0.8	8.6	14.2	-14.1	0.0	7.0	1.7	9.6	-4.3
O=[N+]([O-])c1ccc(Sc2nccn2Cc2ccccc2)c([N+](=O)[O-])c1	2.9	44.2	35.0	-33.0	-11.9	50.9*	4.4	39.0	5.3
COc1ccc(CCNC(=O)CCS(=O)(=O)Cc2ccccc2C)cc1OC	0.4	-8.5	-11.8	0.4	0.1	21.7	-3.7	22.3	-1.7
Cc1cc(C)c[n+](C2=C([O-])c3ccccc3C(=O)/C2=N\S(=O)(=O)c2cccs2)c1	-1.3	12.6	11.1	-45.5	-11.6	10.1	7.4	10.6	0.8
CCN1CCN(C(=O)C(N)Cc2ccccc2)CC1 (stereo unspecified)	1.9	-3.1	-11.3	-9.2	-1.9	16.1	-1.4	3.2	5.0
Cc1ccc2nc(Nc3ccccc3)c(C=O)c(=O)n2c1	1.4	6.4	5.7	4.0	-0.4	9.0	0.2	3.4	4.4
O=C(c1ccccc1Cc1ccccc1)N1CCN(S(=O)(=O)c2ccccc2F)CC1	-0.3	13.4	7.3	3.0	2.3	10.6	-1.3	37.4	-2.8
COc1ccccc1OCc1ccc(C(=O)NCCN(C)C)o1	-0.1	8.5	1.0	23.5	-2.0	-8.6	-3.9	9.9	-5.2
CCOc1ccccc1N(C)C(=O)c1sc2ncn(CC(=O)N3CCCCC3C)c(=O)c2c1C (stereo unspecified)	1.2	8.7	-3.9	19.7	6.0	18.9	-2.7	3.8	13.1
CCc1cccc(N(C(=O)c2csnn2)C(C(=O)NC2CCCC2)c2cccnc2)c1 (stereo unspecified)	1.6	25.9	-8.2	13.1	-7.8	8.7	-2.9	7.9	-1.4
CC(=O)Nc1cc(NC(C)=O)cc(C(=O)OCC(=O)c2ccc3c(c2)NC(=O)CO3)c1	-0.1	-2.4	-23.8	-5.0	4.9	-3.3	5.4	-13.0	3.3
O=C(NCCOc1nc(N2CCCCC2)nc(N2CCCCC2)n1)Nc1ccccc1	-2.2	-13.2	-2.7	0.2	2.3	23.0	-2.2	15.4	4.1
COc1ccc(C2(CNC(=O)c3cc([N+](=O)[O-])cc([N+](=O)[O-])c3)CCCC2)cc1OC	0.7	7.1	32.2	-47.3	-11.2	30.4	6.8	38.1	-0.9
O=C(O)CCCNC(=O)c1cccc(C(=O)NCCCC(=O)O)n1	0.5	-13.4	3.9	-5.1	-4.1	2.0	-3.6	-2.0	-0.1
O=C(CNC(=O)c1ccc2c(c1)OCCO2)N/N=C/c1ccco1	4.1	4.3	0.7	11.6	2.7	1.6	-2.6	-3.3	-1.1
COc1ccc(Nc2nc(-c3ccc4c(c3)NC(=O)CO4)cs2)cc1	3.1	-8.9	46.2*	-7.3	-5.1	40.0	4.4	40.4	5.6

Some values from the results shown:
Entry for COc1ccc(C2(CNC(=O)c3cc([N+](=O)[O-])cc([N+](=O)[O-])c3)CCCC2)cc1OC in TIM10 inh: 32.2
Entry for CCN1CCN(C(=O)C(N)Cc2ccccc2)CC1 (stereo unspecified) in TIM10 inh: -11.3
Entry for COc1ccccc1OCc1ccc(C(=O)NCCN(C)C)o1 in UPR XBP1 act: -5.2

2 records drawn at random from the list so far, as already listed:
SMILES	UPR CHOP act	Mdm2-MdmX inh	TIM10 inh	APJ antagonist	CXCR6 inh	tim10-1 inh	APJ agonist	tim23-1 inh	UPR XBP1 act
CCOc1ccccc1N(C)C(=O)c1sc2ncn(CC(=O)N3CCCCC3C)c(=O)c2c1C (stereo unspecified)	1.2	8.7	-3.9	19.7	6.0	18.9	-2.7	3.8	13.1
COc1ccc(Nc2nc(-c3ccc4c(c3)NC(=O)CO4)cs2)cc1	3.1	-8.9	46.2*	-7.3	-5.1	40.0	4.4	40.4	5.6

Single records, as listed above:
COc1ccc(Nc2nc(-c3ccc4c(c3)NC(=O)CO4)cs2)cc1 as listed: UPR CHOP act = 3.1; Mdm2-MdmX inh = -8.9; TIM10 inh = 46.2*; APJ antagonist = -7.3; CXCR6 inh = -5.1; tim10-1 inh = 40.0; APJ agonist = 4.4; tim23-1 inh = 40.4; UPR XBP1 act = 5.6
O=C(CNC(=O)c1ccc2c(c1)OCCO2)N/N=C/c1ccco1 as listed: UPR CHOP act = 4.1; Mdm2-MdmX inh = 4.3; TIM10 inh = 0.7; APJ antagonist = 11.6; CXCR6 inh = 2.7; tim10-1 inh = 1.6; APJ agonist = -2.6; tim23-1 inh = -3.3; UPR XBP1 act = -1.1
COc1ccc(CCNC(=O)CCS(=O)(=O)Cc2ccccc2C)cc1OC as listed: UPR CHOP act = 0.4; Mdm2-MdmX inh = -8.5; TIM10 inh = -11.8; APJ antagonist = 0.4; CXCR6 inh = 0.1; tim10-1 inh = 21.7; APJ agonist = -3.7; tim23-1 inh = 22.3; UPR XBP1 act = -1.7

Next structures:
SMILES	UPR CHOP act	Mdm2-MdmX inh	TIM10 inh	APJ antagonist	CXCR6 inh	tim10-1 inh	APJ agonist	tim23-1 inh	UPR XBP1 act
CCC(C)n1c(-c2ccco2)nc2nc3ccccc3nc21 (stereo unspecified)	-1.4	28.5	46.4*	3.2	.	28.3	-3.1	35.8	-1.4
COc1ccc(NS(=O)(=O)c2cc(-c3nnnn3C)ccc2OC)cc1	0.3	11.5	-8.7	7.2	2.8	13.2	-2.9	1.4	-1.9
COc1ccc(NC(=O)C2CCCN(S(=O)(=O)c3cccc4cccnc34)C2)c(OC)c1 (stereo unspecified)	-0.9	-9.3	3.7	5.0	11.1	18.6	-2.2	22.1	2.1
COCCNC(=O)/C(C#N)=C/C(C)=C/c1ccccc1	-0.3	-10.3	16.9	-8.4	-10.7	53.2*	-3.8	42.4	2.8
NS(=O)(=O)c1ccc(NC(=O)c2cc(-c3cc(Cl)ccc3O)n[nH]2)cc1	-0.7	24.0	-11.3	7.5	-0.8	-21.6	-4.6	-11.6	-3.5
COC(=O)c1sccc1-n1cccc1C(=O)C(=O)N1CCOCC1	-1.6	11.2	-3.1	3.7	-5.4	-6.2	-2.4	3.5	-0.2
CCN(CC)S(=O)(=O)c1cccc(C(=O)OCC(=O)Nc2ccccc2OC(F)F)c1	-0.9	-0.5	1.9	14.5	0.4	18.7	-3.7	23.4	-0.4
CCOC(=O)C1CCN(Cc2cn[nH]c2-c2ccccc2)CC1	-3.2	-1.1	-7.3	8.6	3.1	3.8	-4.0	13.9	0.7
